# From PubChem BioAssay
# p53 reactivator = mutant p53 re-activation in reporter cells; H1299 p53-A138V BP100-luciferase reporter, luminescence, 24 h; Potency, µM (titrated, usually from 92.2 µM), inactives show top-dose activity change, positive = activation, actives largely listed as activators; hit rate 0.063% among 320,000; AID 504706; also: % of control where 0% means no effect; nearly all actives have a fitted effect of over 45% in size
#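 p53-null H1299 cells stably carrying temperature-sensitive p53-A138V and a BP100-luciferase reporter were pinned with compounds (4-point, 1:5 series) and held 24 hrs at 37 deg C. Luminescence was read 10 min after detection reagent.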
# RORgamma inh = inhibitors of mouse ROR gamma transcriptional activity. Potency, µM (doses to about 53.6 µM), for inactives: at the highest dose activity change, negative = inhibition, most hits filed as inhibitors. P51450. AID 2551. Drosophila S2 Gal4-RORgamma UAS-luciferase reporter, 20 h. hit rate 5.4% among 310,000; also: % is scaled to controls: 0 for no effect and ±100 for the full control effect; nearly all actives have a fitted effect of over 60% in size
#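 Stable Schneider cell line, Gal4 DNA-binding domain fused to ROR gamma, UAS-luciferase. Cmpd 1 hr RT → CuSO4 700 uM final → 20 hr RT → luciferase reagent 10 min → luminescence.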
# MLL CXXC-DNA inh = inhibitors of human MLL CXXC domain-DNA interaction | Q03164 | MLL-CXXC / FITC-HOXA9 DNA fluorescence polarization | Potency, µM (top dose mostly 115 µM), for the others: top-dose activity change, negative = inhibition, most hits filed as inhibitors | hit rate 0.037% among 290,000; active = well fitted inhibition curve with a large enough effect in the polarisation, with a control signal flat, not every such curve was filed as active; inconclusive = small, poorly fitted or top-dose-only effect, or effect the other way, or a change in a side signal; inactive = no such curve, though single readings can be large or run the other way; the % refers to the polarisation
#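 Steps: dispense CXXC domain solution (7 uM) → pin compounds or unlabeled HOX-A9 DNA control → 5 min ambient → add FLSN-HOX-A9 solution (50 nM) → spin → 30 min ambient → fluorescence polarization. Tris pH 7.5/NaCl/DTT/BSA buffer.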
# ELG1 genotoxic = inducers of genotoxicity in HEK293T ELG1-luciferase cells; AID 504466; Potency, µM (highest dose often 46 µM), inactives show at the highest dose activity change, positive = activation, usual class: activators; hit rate 1.3% among 330,000; HEK293T ELG1-luciferase reporter, luminescence, 16 h; also: % of control where 0% means no effect; nearly all actives have a fitted effect of over 60% in size
#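 16 hr compound incubation (37 °C, 5% CO2) of HEK293T cells carrying luciferase-tagged ELG1; luciferase then measured by ONE-Glo luminescence after 30 min at RT.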
# MBNL1-CUG inh = MBNL1-poly(CUG) RNA binding inhibition | Q9NR56 | TR-FRET MBNL1-His/biotin-(CUG)12 binding, 665/545 ratio | Potency, µM (titrated, usually from 57.5 µM), without a hit: at the highest dose activity change, negative = inhibition, actives largely listed as inhibitors | hit rate 0.036% among 280,000 | AID 2675; active = well fitted inhibition curve with a large enough effect in the signal ratio, with a control signal flat, not every such curve was filed as active; inconclusive = small, poorly fitted or top-dose-only effect, or effect the other way, or a change in a side signal; inactive = no such curve, though single readings can be large or run the other way; the % refers to the signal ratio; also: % is scaled to controls: 0 for no effect and ±100 for the full control effect
# Target sequence (Q9NR56 whole entry, looked up): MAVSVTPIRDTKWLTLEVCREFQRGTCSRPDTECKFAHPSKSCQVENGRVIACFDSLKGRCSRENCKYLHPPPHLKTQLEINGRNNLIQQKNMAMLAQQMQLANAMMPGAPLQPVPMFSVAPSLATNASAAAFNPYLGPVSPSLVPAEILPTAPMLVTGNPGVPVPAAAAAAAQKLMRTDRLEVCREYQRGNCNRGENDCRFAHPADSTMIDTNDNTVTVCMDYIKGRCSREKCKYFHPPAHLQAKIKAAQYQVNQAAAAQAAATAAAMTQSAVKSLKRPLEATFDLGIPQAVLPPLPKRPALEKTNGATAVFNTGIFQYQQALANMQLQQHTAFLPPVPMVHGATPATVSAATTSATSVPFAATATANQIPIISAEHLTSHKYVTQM
#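 TR-FRET readout: Ex 340 nm, 665/545 nm emission ratio, normalized to buffer-only (basal) and MBNL1-(CUG)12 controls. Complex of MBNL1-His with Biotin-(CUG)12, compounds 92 nM–58 uM, incubated 60 min at room temperature.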
# Rab9 prom act = activates the Rab9 promoter | hit rate 2.8% among 320,000 | Huh7 Rab9 promoter-luciferase reporter, luminescence, 24 h | AID 485297 | Potency, µM (top dose mostly 9.22 µM), inactives show at the top dose activation, negative = inhibition, hits mostly activators; also: % of control where 0% means no effect; nearly all actives have a fitted effect of over 60% in size
#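 Luminescence from Amplite-detected luciferase (10 minutes, ambient) reports Rab9 promoter activation. Before that, stable Rab9-luciferase Huh7 cells (1500/well, reduced-serum OP-MEM I plus 10% FBS) were exposed to compound for 24 hours at 37C.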
# BRCA1 expr act = BRCA1 expression activation; hit rate 1.1% among 380,000; MCF7-BRCA1-FFLuc reporter, luminescence, 48 h; response scale: scaled: vehicle 0%, 10 µM genistein 100%; Potency, µM (top dose mostly 46.1 µM), without a hit: at the highest dose activation, hits mostly activators; also: nearly all actives have a fitted effect of over 80% in size; some results filed as inactive show a strong effect at the top dose
#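 MCF7-BRCA1-FFLuc cells, 2000/well in phenol-red-free MEM, attached 2 h then treated 48 h at 37 C. Luciferase luminescence read 15 min after reagent; normalized to genistein maximum activation (10microM) and DMSO, concentration-response fitted.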
# uPA surface inh = inhibitors of cell surface uPA generation; cell surface uPA generation assay, qHTS; Potency, µM (doses to about 38.3 µM), for inactives: at the highest dose activity change, negative = inhibition, most hits filed as inhibitors; hit rate 0.31% among 330,000; active = well fitted inhibition curve with a large enough effect; inconclusive = small, poorly fitted or top-dose-only effect; inactive = no such curve, though single readings can be large or run the other way; tested in mouse RAW 264.7 cells; also: % is scaled to controls: 0 for no effect and ±100 for the full control effect; nearly all actives have a fitted effect of over 55% in size
# Gal4-VP16 FLuc = Gal4-VP16 reporter inhibition counter-screen. Drosophila S2 Gal4-VP16 UAS-luciferase, luminescence, 20 h. Potency, µM (series often up to 53.6 µM), inactives show at the highest dose activity, negative = inhibition, usual class: inhibitors. hit rate 3.5% among 310,000. AID 2546;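 also: Gal4-VP16 expression switched on by copper sulfate through the metallothionein promoter; % is scaled to controls: 0 for no effect and ±100 for the full control effect; nearly all actives have a fitted effect of over 50% in size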
# NPC1 promoter act = NPC1 promoter activation; Huh7 NPC1 promoter luciferase reporter, 24 h; Potency, µM (titrated, usually from 9.22 µM), inactives show at the top dose activation, usual class: activators; hit rate 2.4% among 320,000;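 also: % of control where 0% means no effect; nearly all actives have a fitted effect of over 60% in size; reporter is driven by a mutant NPC1 promoter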
#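 Luminescence from an NPC1 promoter-driven luciferase reporter in stably transfected Huh7 cells was measured after 24 h compound treatment at 37 °C, followed by 10 min ambient incubation with luciferase detection reagent.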
# FLuc counter = inhibits or activates purified firefly luciferase, miR-21 counter-screen. hit rate 6.9% among 360,000. Potency, µM (highest dose often 57.5 µM), inactives show top-dose activity change, negative = inhibition, usual class: inhibitors. AID 588342. purified FLuc, Km substrates, luminescence inhibition;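 also: plate controls were vehicle for no effect and reference inhibitor for full effect; nearly all actives have a fitted effect of over 55% in size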
# Target sequence (P08659 whole entry, looked up): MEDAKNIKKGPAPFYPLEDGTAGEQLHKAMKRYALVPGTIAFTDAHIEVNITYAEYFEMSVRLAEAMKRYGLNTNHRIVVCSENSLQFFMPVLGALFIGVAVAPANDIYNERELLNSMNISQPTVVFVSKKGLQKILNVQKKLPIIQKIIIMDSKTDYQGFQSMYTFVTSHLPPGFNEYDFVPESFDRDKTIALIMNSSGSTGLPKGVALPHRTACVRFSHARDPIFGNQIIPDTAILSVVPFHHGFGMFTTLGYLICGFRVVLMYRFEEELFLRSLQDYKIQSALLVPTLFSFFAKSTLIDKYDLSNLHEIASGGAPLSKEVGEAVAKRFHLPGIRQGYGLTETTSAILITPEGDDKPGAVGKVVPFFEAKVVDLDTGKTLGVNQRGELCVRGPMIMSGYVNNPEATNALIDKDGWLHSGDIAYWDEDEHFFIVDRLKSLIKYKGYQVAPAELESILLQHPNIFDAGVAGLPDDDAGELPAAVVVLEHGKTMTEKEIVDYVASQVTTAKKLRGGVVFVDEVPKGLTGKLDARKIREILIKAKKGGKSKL
#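 Biochemical qHTS of compounds, final roughly 60 µM downward over six points, against 10 nM purified firefly luciferase using Km concentrations of substrates (10 uM D-luciferin, 10 uM ATP) in Tris acetate pH 7.5 buffer; luminescence output.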
# An asterisk follows results filed as active; ? = inconclusive; nt = not tested or not shown; [ ] = remark or other dose. Unless noted, calls follow the shape of the dose curve; as a rule, active = well fitted curve in the direction sought with a large enough effect; inconclusive = small, poorly fitted or top-dose-only effect, or another doubt; inactive = no such curve, though single readings can be large; an effect the other way counts as inactive or inconclusive. Potency is read from the fitted curve at half-maximal effect.
no.	compound	p53 reactivator	RORgamma inh	MLL CXXC-DNA inh	ELG1 genotoxic	MBNL1-CUG inh	Rab9 prom act	BRCA1 expr act	uPA surface inh	Gal4-VP16 FLuc	NPC1 promoter act	FLuc counter
1	Cc1cc(NC(=O)c2ccccc2)ncc1NC(=O)c1cccs1	-3%	3%	14%	?	-4%	4µM*	7.9µM*	7%	3%	3.5µM*	15µM*
2	COc1ccc(NC(=O)c2ccc(-c3ccccc3Cl)o2)cc1	?	-25%	-2%	?	-5%	?	43%	-16%	3%	?	9.5µM*
3	CC(CN1CCCCC1)OC(=O)c1ccccc1F (configuration not stated)	10%	-18%	0%	1%	-1%	1%	2%	18%	-5%	-2%	0%
4	CCCCCn1c(CN2CCCCC2C)nc2c1c(=O)n(C)c(=O)n2C (configuration not stated)	-4%	-10%	6%	-7%	-10%	0%	-24%	3%	-10%	1%	1%
5	COC(=O)CN1C(=O)S/C(=C/c2cc(C)n(C)c2C)C1=O	11%	12%	-4%	?	10%	3.5µM*	13µM*	nt	-1%	4µM*	9.5µM*
6	CN(C)S(=O)(=O)c1cccc(-c2nnc(SCc3ccc4c(c3)OCCO4)o2)c1	9%	-39%	19%	0%	-25%	1%	9%	-1%	-16%	0%	-14%
7	CCCC(=O)N(CCN1CCOCC1)c1nc2c(F)cc(F)cc2s1	12%	14%	5%	13%	-7%	?	?	5%	24%	12%	0%
8	CC(C)CN(c1ccccc1)S(=O)(=O)c1nnc(NC(=O)C(C)C)s1	2%	3%	4%	1%	-5%	-4%	8%	-71%	-4%	-2%	1%
9	COc1cc(CNCc2ccccn2)ccc1OCc1cccc(Cl)c1	8%	4µM*	23%	2%	-7%	-2%	2%	1%	?	5%	-23%
10	Cc1ccc(C)c(-n2nnnc2SCC(=O)Nc2c(C)n(C)n(-c3ccccc3)c2=O)c1	-2%	17%	6%	-3%	6%	9%	-1%	1%	-17%	-3%	1%
11	CCOC(=O)c1cnn(-c2cc(C(C)(C)C)nc3c(-c4ccccc4)c(C)nn23)c1N	0%	-22%	10%	-1%	0%	0%	8%	nt	1%	-2%	4%
12	N#CC1=C(SCC(=O)c2cc3ccccc3oc2=O)NC(=O)C(C#N)C12CCCC2 (configuration not stated)	4%	44%	?	-5%	21%	-2%	3%	8%	4%[0.365 µM]	4%	3%
13	CC(=O)c1ccc(S(=O)(=O)N2CCN(C)CC2)cc1	2%	-27%	8%	3%	0%	-15%	0%	-1%	-9%	-1%	-1%
14	COc1ccccc1NC(=O)Nc1ccnn1Cc1cccs1	-5%	0%	-3%	-1%	4µM*	1%	0%	-1%	-7%	5%	-9%
15	CCOC(=O)C(Cc1ccccc1)NC(=O)CNC(C)=O (configuration not stated)	2%	-23%	-6%	-6%	-8%	12%	-6%	-3%	-1%	14%	1%
16	Cc1c(NC(=O)c2ccc(S(=O)(=O)N3CCOCC3)cc2)c(=O)n(-c2ccccc2)n1C	-1%	24%	-3%	0%	-4%	-6%	2%	0%	-4%	0%	0%
17	CCOc1cc(/C=N/NC(=O)c2cccc(S(=O)(=O)N3CCCC3)c2)ccc1OCC(=O)N(C)C	4%	nt	nt	2%	nt	0%	0%	-7%	nt	-1%	1%
18	O=S1(=O)[C@H]2C[C@@H]3C=C[C@]2(CN1Cc1ccc(C(F)(F)F)cc1)O3	3%	4%	-1%	4%	-9%	2%	18%	-14%	1%	1%	-1%
19	O=C(Nc1ccccc1Cl)c1cc(S(=O)(=O)N2CCCC(C(=O)O)C2)ccc1F (configuration not stated)	-29%	21%	-8%	0%	-19%	1%	-2%	nt	-10%	3%	-2%
20	Cc1ccc(S(=O)(=O)Nc2ccccc2C(=O)N2CCCCC2)cc1	0%	-2%	6%	2%	-2%	-2%	9%	0%	14%	1%	2%
21	O=C(CCCN1C(=O)c2ccccc2C1=O)NCCN1C(=O)S/C(=C\c2cccs2)C1=O	-3%	-3%	3%	-4%	?	0%	-13%	5%	-6%	-1%	-4%
22	O=C(CN(C(=O)CCC(=O)Nc1nccs1)c1cccc(F)c1)NCc1ccc(F)cc1	7%	35µM*	-5%	17%	-4%	-5%	-16%	0%	-5%	-5%	2%
23	CCCNC(=O)Cn1nc(C(F)(F)F)c2c1CCCC2	-7%	-11%	0%	0%	12%	-3%	3%	0%	-11%	-6%	3%
24	C=CCn1c(SCC(=O)Nc2ccccc2OC)nnc1-c1ccco1	-10%	1%	-4%	0%	0%	-3%	nt	nt	2%	0%	1%
25	CN(C)CCNC(=O)c1c(NC(=O)c2ccccc2)sc2c1CCCC2	nt	30%[1.91 µM]	16%	0%	3%	0%	-36%	?	-14%	-4%	4%
26	CC(=O)N1N=C(c2cccc(Cl)c2)OC1c1cccc([N+](=O)[O-])c1 (configuration not stated)	-6%	-7%	14%	7%	nt	16%	0%	0%	-9%	-2%	6%
27	CC(=O)NC(Cc1cc(C)ccc1C)C(=O)N1CCN(C(=O)c2ccccc2Br)CC1 (configuration not stated)	0%	1%	2%	-2%	-11%	-6%	-3%	1%	3%	1%	3%
28	CC(C)(C)Cc1nnc(NC(=O)CSc2ccccc2)s1	nt	-36%	-7%	10%	9%	?	?	17%	-21%	?	?
29	COc1ccccc1CN1C(=NC(=O)CCC2CCCC2)SC2CS(=O)(=O)CC21 (configuration not stated)	-2%	?	7%	7%	-5%	6%	-22%	11%	-26%	7%	1%
30	O=C(c1ccc(F)cc1F)N1CCN(c2ncccn2)CC1	2%	7%	-6%	0%	-6%	0%	1%	3%	-3%	2%	-3%
31	CCN(CC(=O)Nc1ccc(Br)c(C)c1)CC(=O)NC(C)C	-1%	19%	-4%	0%	-1%	-4%	-17%	-1%	5%	0%	-9%
32	O=C(CCCc1ccccc1)NCCN1CCOCC1	2%	-8%	2%	4%	11%	3%	29%	-8%	-2%	-1%	2%
33	CC(=O)N1c2ccc(S(=O)(=O)N3CCCC3)cc2CC1C(=O)NCc1cccc(F)c1 (configuration not stated)	-1%	8%	4%	3%	1%	-4%	14%	3%	-14%	-2%	-1%
34	C=CCOC(=O)C1=C(C)NC(=S)NC1c1cccs1 (configuration not stated)	0%	26%	1%	1%	nt	-2%	9%	-2%	-12%	3%	0%
35	CCn1c(CNC(=O)Cc2ccc(OC)cc2)nnc1SCC(=O)NC1CCCCC1	-3%	29%	-6%	0%	1%	-6%	3%	3%	9%	-2%	4%
36	C[C@@H]1C=C(C(=O)O)O[C@H](OCc2ccc(CO)cc2)C1	-2%	-3%	-26%	4%	-15%	2%	3%	-5%	3%	-3%	-1%
37	C=CCn1c(SCC(=O)N2CCCCCC2)nc2ccccc2c1=O	-11%	15%	-4%	-21%	-2%	0%	-23%	0%	6%	2%	2%
38	CN(Cc1ccccc1)C(=O)Cn1c(=O)c2cccn2c2cccnc21	-2%	25%	-9%	-6%	-1%	-3%	13%	-26%	-17%	0%	-1%
39	O=S(=O)(NCc1csc(-c2cccnc2)n1)c1ccc2c(c1)OCCO2	-18%	18%	6%	-8%	0%	-3%	1%	-12%	-1%	-5%	-1%
40	CC1CCCCN1C(=O)CNCC1CCCO1 (configuration not stated)	7%	16%	1%	-5%	5%	-13%	0%	-6%	0%	1%	0%
41	O=C(Nc1cccc(-c2csc(Nc3cccc(C(F)(F)F)c3)n2)c1)c1cc([N+](=O)[O-])cc(C(F)(F)F)c1	-12%	-1%	15%	-5%	12%	-15%	-35%	?	-5%	-18%	3%
42	Cc1cnc(NC(=O)CSc2nnc(COc3c(C)cccc3C)o2)s1	3%	11µM*	-3%	0%	4%	-3%	0%	17%	?	-4%	7%
43	CNC(=S)NNC(=O)Cc1ccc(OC)cc1	-3%	-4%	-7%	-4%	?	-6%	-28%	1%	7%	-4%	1%
44	Cc1ccc(NC(=O)c2noc(C(C)C)c2[N+](=O)[O-])cc1	?	-10%	1%	6%	4%	11%	32%	0%	-6%	4%	?
45	CCn1c2ccc(C)cc2c2nnc(SCCN3CCCCC3)nc21	4%	-3%	13%	-3%	?	-5%	-41%	-11%	2%	2%	-2%

# Not all compounds are listed, so the mix of outcomes need not match the whole.
